Rtt109 HAT inh = inhibitors of C. albicans Rtt109/Vps75 HAT, primary screen, biochemical, ThioGlo CoA-SH fluorescence, plate reader | purified Rtt109/Vps75, 4 h | inhibition, % at 34.9 µM | actives 0.16% (n = 330,000) | AID 540336, 2011;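 active = inhibition of at least 50% in every replicate; inconclusive = best replicate reaches 50% inhibition but some replicates fall short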
Target sequence (Q5AAJ8 whole entry, looked up): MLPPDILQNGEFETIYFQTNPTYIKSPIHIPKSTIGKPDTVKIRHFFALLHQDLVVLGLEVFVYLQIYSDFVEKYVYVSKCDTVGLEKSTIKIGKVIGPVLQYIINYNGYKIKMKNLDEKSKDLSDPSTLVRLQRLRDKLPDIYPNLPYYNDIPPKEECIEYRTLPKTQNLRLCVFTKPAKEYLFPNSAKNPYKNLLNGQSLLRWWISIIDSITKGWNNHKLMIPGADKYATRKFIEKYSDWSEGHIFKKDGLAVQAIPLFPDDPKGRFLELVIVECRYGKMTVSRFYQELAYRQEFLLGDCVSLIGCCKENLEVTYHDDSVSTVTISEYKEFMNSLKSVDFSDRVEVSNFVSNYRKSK
SR-BI DiI-HDL act = activators of SR-BI mediated DiI-HDL uptake, primary screen, ldlA[mSR-BI] CHO cells, DiI fluorescence; 3 h; 100 = double the neutral-control signal; activation, % at 12.5 µM; actives 0.096% (n = 320,000);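 active = mean replicate activation of at least 60% and every replicate at or above 60%; inconclusive = mean or all-replicate condition met, but not both; inactive = mean below 60% and not all replicates reaching 60%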;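 note: 0% = median plate neutral-control signal and 100% = twice that signal; values of inactives mirror those of a sister screen read the other way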
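system = CHO ldlA[mSR-BI] cells, LDL receptor-null, SR-BI overexpressing | medium = Ham's F12 with 0.5% BSA, HEPES 25 mM, pH 7.4 | probe or stimulus = DiI-HDL 10 µg/mL | compound dosing = single-point compound dose | incubation = compound exposure 3 h, 37 °C | technique = DiI fluorescence, bottom read | read-out = cell-associated DiI fluorescence as measure of HDL uptake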
MITF TRPM1 HTS = activators of MITF-driven TRPM1 promoter reporter, primary screen, cell-based, SK-MEL-5, luciferase, single point; SK-MEL-5 TRPM1-promoter luciferase, 24 h; % of positive control, neutral wells = 0; activation, % at 12.5 µM; actives 0.75% (n = 300,000); AID 588334, 2011;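 active = mean activation of at least 80% with every replicate also reaching 80%; inconclusive = mean reaches 80% but some replicate falls short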;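 note: 0% = neutral control wells and 100% = parthenolide positive control wells; values of inactives mirror those of a sister screen read the other way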
PvdQ inh = P. aeruginosa PvdQ acylase inhibitors, primary screen, biochemical, fluorescence, plate reader and imaging, single point. PvdQ acylase [Pseudomonas aeruginosa LESB58]. purified PvdQ acylase. inhibition, % at 10 µM. actives 0.063% (n = 340,000); in the data active = inhibition above about 30%, passing the limit was not always enough; inconclusive = no clear call, values can overlap the other calls;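 note: 0% = vehicle neutral wells and 100% = reference inhibitor wells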
CAL PDZ FP-1 = untagged CAL PDZ binding inhibitors, primary screen, biochemical, fluorescence polarization, HTS | Golgi-associated PDZ and coiled-coil motif-containing protein (Homo sapiens), Q9HD26 | purified CAL PDZ, TMR-peptide fluorescence polarization, 1 h | inhibition, % at 24.9 µM | actives 0.92% (n = 300,000) | AID 602252, 2012;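 active = mean inhibition of at least 30% with at least half of replicates also reaching 30%; inconclusive = no clear call, values can overlap the other calls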;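 note: 0% = DMSO neutral control and 100% = excess unlabeled competitor peptide PRC23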
dFosB activator = activators of delta FosB homodimer, primary screen, biochemical, fluorescence polarization, TAMRA-CDK5 oligo, single point; Protein FosB (Mus musculus), P13346; purified delta FosB; percent of positive-control signal above neutral wells; activation, % at 25 µM; actives 0.99% (n = 340,000);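 active = mean activation above about 17%, with every replicate also reaching it, limit read from the data, passing the limit was not always enough; inconclusive = only one of the two conditions met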;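 note: fluorescence polarization rise as delta FosB binds a TAMRA Cdk5 AP-1 oligo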
SR-BI HDL uptake = inhibitors of SR-BI mediated HDL lipid uptake, primary screen, ldlA[mSR-BI] cells, fluorescence, single point | Scavenger receptor class B member 1 (Mus musculus), Q61009 | ldlA[mSR-BI] CHO cells, DiI-HDL uptake fluorescence, 3 h | inhibition, % at 12.5 µM | actives 0.96% (n = 320,000) | AID 488896, 2010;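 active = mean replicate inhibition of at least 70% and a set share of replicates each scoring 70 or more; inconclusive = meets just one of the two criteria; inactive = fails both criteria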;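 note: 0% = median of neutral control wells and 100% = median of positive control wells; values of inactives mirror those of a sister screen read the other way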
Target sequence (Q61009 whole entry, looked up): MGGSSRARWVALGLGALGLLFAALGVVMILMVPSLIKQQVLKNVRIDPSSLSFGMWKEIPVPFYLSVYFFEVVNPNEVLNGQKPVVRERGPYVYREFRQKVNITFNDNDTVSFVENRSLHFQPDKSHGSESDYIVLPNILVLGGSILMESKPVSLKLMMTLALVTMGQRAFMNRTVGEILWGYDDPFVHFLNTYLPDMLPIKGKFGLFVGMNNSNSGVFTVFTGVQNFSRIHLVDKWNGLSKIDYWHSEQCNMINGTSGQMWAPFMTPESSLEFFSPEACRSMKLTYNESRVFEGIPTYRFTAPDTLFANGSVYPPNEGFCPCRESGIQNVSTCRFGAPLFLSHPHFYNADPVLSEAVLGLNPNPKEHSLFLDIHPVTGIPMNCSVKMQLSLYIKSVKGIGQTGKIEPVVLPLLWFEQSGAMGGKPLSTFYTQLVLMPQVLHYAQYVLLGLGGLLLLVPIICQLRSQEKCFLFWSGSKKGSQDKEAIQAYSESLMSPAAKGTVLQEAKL
NSD2 HMT inh = NSD2 histone methyltransferase inhibitors, primary screen, biochemical, AlphaScreen, single concentration, set 2; NSD2 peptide methylation, 120 min; inhibition, % at 12.5 µM; actives 0.54% (n = 310,000); Histone-lysine N-methyltransferase NSD2 (Homo sapiens), O96028; AID 743445, 2014; in the data active = inhibition above about 50%
PfHsp90 yeast 2 = growth inhibition of PfHsp90-expressing yeast, primary screen, antimalarial PfHsp90 inhibitor project, S. cerevisiae, BacTiter-Glo luminescence, single point, set 2; AID 504621, 2011; actives 0.32% (n = 310,000); BacTiter-Glo ATP, 48 h; yeast lacking PDR1 and PDR3 efflux regulators; inhibition, % at 9.4 µM;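 active = every replicate shows inhibition above about 80%, whatever the replicate mean, limit read from the data; inconclusive = mean inhibition reaches the set limit but some replicate falls short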;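 note: 0% = DMSO neutral controls and 100% = 20 µM radicicol positive controls; yeast relying on Plasmodium falciparum Hsp90 in place of its own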
CAL PDZ FP-2 = CAL PDZ peptide-binding inhibitors, primary screen, biochemical, fluorescence polarization, Cer-tagged CAL PDZ, HTS. Golgi-associated PDZ and coiled-coil motif-containing protein (Homo sapiens), Q9HD26. purified CAL PDZ, TMR-peptide fluorescence polarization, 1 h. inhibition, % at 20 µM. actives 0.02% (n = 330,000). AID 504414, 2011;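 active = highest replicate inhibition of at least 40%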;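 note: plate controls were DMSO neutral control wells for no effect and unlabeled competitor peptide control wells for full effect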
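Material: tagged CAL PDZ domain; buffer or medium: 25 mM sodium phosphate pH 7.4, 150 mM NaCl, TCEP, IgG, Thesit; compound dosing: single point, 20 µM; schedule: 1 h incubation at room temperature before polarization reading; measured by: FP readout, S and P plane fluorescence; read-out basis: percent inhibition from loss of millipolarization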
An asterisk follows results filed as active; ? = inconclusive; . = not tested or not shown. Hits appear at their usual frequency. Share with any hit: about 4.3%.

SMILES | Rtt109 HAT inh | SR-BI DiI-HDL act | MITF TRPM1 HTS | PvdQ inh | CAL PDZ FP-1 | dFosB activator | SR-BI HDL uptake | NSD2 HMT inh | PfHsp90 yeast 2 | CAL PDZ FP-2
Cc1ccccc1CN(C)C(C)C(=O)NCc1ccccc1 (configuration not stated) | -4.5 | 4.1 | . | -11.1 | 3.4 | 2.6 | -4.1 | -0.6 | -14.0 | -1.0
O=C(c1cccc(Br)c1)N1CCN(S(=O)(=O)N2CCCCC2)CC1 | . | -5.3 | 4.4 | 9.0 | -1.5 | -1.4 | 5.3 | -6.1 | 3.3 | -1.6
CC1CCCC(NC(=O)COC(=O)c2ccc([N+](=O)[O-])o2)C1C (configuration not stated) | -7.7 | 19.1 | -9.4 | 10.7 | -3.6 | 1.9 | -19.1 | -2.6 | -12.7 | 0.4
CC(=O)N1c2ccc(S(=O)(=O)N3CCCC(C(=O)NC4CCCC(C)C4C)C3)cc2CC1C (configuration not stated) | -5.8 | 2.6 | -15.2 | -14.6 | -4.0 | -3.7 | -2.6 | 0.5 | -40.3 | -1.2
Cc1oc(-c2ccccc2F)nc1CN1CCC(C(=O)NC2CC2)CC1 | -20.8 | -2.2 | -1.7 | -18.2 | -8.4 | 2.4 | 2.2 | 17.3 | 4.5 | -0.2
Cc1cccc(NC(=O)NC2CCCc3ccccc32)c1 (configuration not stated) | -23.0 | -43.6 | 8.3 | -9.4 | -4.3 | 3.6 | 43.6 | -1.7 | -7.0 | -3.2
CCOC(=O)c1c(C)[nH]c(C(=O)COC(=O)c2ccncc2)c1C | -4.3 | -13.9 | -5.3 | -14.0 | -4.2 | -7.4 | 13.9 | 1.7 | -6.5 | .
CCOC(=O)c1cc(CC)sc1NC(=O)CN1CCN(C(=O)c2ccco2)CC1 | 10.6 | -27.5 | -12.8 | 4.3 | 1.9 | -5.5 | 27.5 | 15.3 | 0.7 | -3.9
Cn1c(N)c(C(=O)COC(=O)c2ccc3c(c2)C(=O)N(c2ccc(Cl)cc2)C3=O)c(=O)n(C)c1=O | -0.1 | 29.5 | 12.1 | -20.1 | -6.8 | 5.6 | -29.5 | -0.1 | -1.5 | -0.5
O=C(/C=C/Nc1ccccc1)c1cnc(-c2ccccc2)s1 | 6.2 | -6.7 | 37.6 | -19.6 | -2.4 | 2.4 | 6.7 | 16.0 | 2.7 | -1.1
O=C(CSc1nnc(NC(=O)c2ccco2)s1)Nc1cccc(F)c1 | -0.2 | 6.7 | 41.0 | -11.8 | 0.4 | ? | -6.7 | -1.1 | -2.9 | -1.3
CCCn1c(SCC(=O)NC2CCCCC2)nnc1-c1cccnc1 | -4.1 | 7.5 | 12.0 | -13.1 | 0.5 | 6.2 | -7.5 | 1.2 | -5.1 | -1.3
CC(C)(C)C(=O)O/N=C(\N)c1ccc(Br)cc1 | -4.4 | 13.6 | 22.6 | -13.4 | -2.5 | 0.5 | -13.6 | 0.9 | -15.9 | -0.5
O=C(c1ccc(F)cc1)C1CCN(C(=O)Nc2ccccc2Cl)CC1 | 7.4 | -48.2 | 13.3 | -11.8 | 1.2 | -0.5 | 48.2 | . | -4.7 | -4.3
O=C(N/N=C/c1ccc(N2CCOCC2)cc1)c1ccccc1NS(=O)(=O)c1cccs1 | -4.6 | -12.7 | 4.3 | -6.3 | 1.1 | -2.8 | 12.7 | 1.6 | -7.0 | -1.2
COc1ccc(N2N=NN(C(C)C)C2=C(Cl)c2nnnn2-c2ccc(OC)cc2)cc1 | -2.2 | 6.3 | -33.7 | -4.1 | -6.2 | -7.8 | -6.3 | -0.1 | -40.2 | -0.5
COc1ccc(OCc2nc(N)nc(Nc3ccccc3)n2)cc1 | 6.7 | -5.9 | 11.9 | -10.9 | -4.1 | -7.7 | 5.9 | -2.7 | 9.3 | -0.7
COc1cc2c(cc1CNC[C@H]1O[C@@H](n3cnc(C(N)=O)n3)[C@H](O)[C@@H]1O)OCO2 | 13.0 | 13.6 | -7.2 | -7.2 | -4.3 | -2.3 | -13.6 | . | -1.6 | -0.8
COC(=O)[C@H](CC(C)C)NC(=O)CCc1nnc(COc2ccccc2)o1 | -0.1 | 26.8 | 6.9 | -5.3 | 4.8 | -8.8 | -26.8 | -0.3 | -7.1 | -0.6
Cc1ccc(CNC(=O)Cn2cnc(C(=O)Nc3ccc(C)c(C)c3)n2)o1 | -2.2 | 3.5 | 38.2 | -13.8 | -4.7 | 4.2 | -3.5 | . | 11.8 | -0.3
CC(C(=O)NCCN1C(=O)S/C(=C\c2cccs2)C1=O)N1C(=O)c2ccccc2C1=O (configuration not stated) | -5.3 | -17.7 | -0.6 | -6.6 | -0.8 | -3.5 | 17.7 | 0.2 | -5.6 | 0.9
COc1ccc(C(=O)OCC(=O)c2ccc(F)cc2)cc1OC | -2.2 | -10.8 | 9.2 | -8.8 | -4.2 | -13.9 | 10.8 | -2.4 | -7.0 | .
Cc1cc(N/C=C\c2nnnn2-c2ccccc2)no1 | -0.3 | -17.2 | 30.2 | 19.4 | -3.0 | -0.7 | 17.2 | -1.9 | -17.7 | -0.3
CCC(CC)CN1CCN=C1Nc1ccccc1 | 2.0 | -0.2 | -0.7 | 1.7 | -0.4 | -10.1 | 0.2 | . | -21.4 | -0.8
O=C1CC(c2ccccc2)c2cccc(F)c21 (configuration not stated) | 0.7 | 13.5 | . | -4.6 | -6.7 | 7.0 | -13.5 | -1.9 | 1.1 | 0.2

(continued)
SMILES | Rtt109 HAT inh | SR-BI DiI-HDL act | MITF TRPM1 HTS | PvdQ inh | CAL PDZ FP-1 | dFosB activator | SR-BI HDL uptake | NSD2 HMT inh | PfHsp90 yeast 2 | CAL PDZ FP-2
CCOC(=O)CSc1nc(C)cc2c1C(=O)OC2 | -11.1 | . | 2.5 | -11.7 | 3.0 | 0.0 | . | -0.8 | . | -1.2
Cc1ccc(-n2c(-c3ccc(Cl)cc3)c[n+]3c2CCC3)cc1 | . | . | . | -5.2 | -1.6 | -1.9 | . | -5.6 | 14.5 | 0.4
Fc1cccc(Cl)c1Cn1nnc(-c2ccc3c(c2)OCO3)n1 | -17.2 | . | 77.7 | -11.5 | -1.8 | -3.5 | . | -3.3 | -19.5 | -2.2
Cc1c(C=O)c2ccccc2n1CC(=O)O | . | 4.3 | -18.9 | -6.4 | -4.1 | 1.4 | -4.3 | 0.6 | 16.8 | -0.1
CC1CCCC(C)N1CCOc1cc(N)ccc1C#N (configuration not stated) | -4.4 | 0.9 | -4.3 | 1.0 | -3.2 | 0.4 | -0.9 | 1.8 | 6.3 | 0.5
O=C(CSc1nnc2scc(-c3ccccc3)n12)NCc1ccc2c(c1)OCO2 | 3.8 | 16.1 | . | -6.6 | -3.4 | 2.4 | -16.1 | 37.6 | -10.9 | -2.0
Cc1ccc(NC(=O)C2CC(O)CN2C(=O)Oc2ccccc2)c(C)c1 (configuration not stated) | 0.8 | . | -12.3 | -3.4 | -4.1 | 1.9 | . | -0.8 | -13.3 | -3.6
Cc1ccc2c(NC(=S)NC(=O)c3ccccc3)cccc2n1 | 3.8 | -15.2 | -13.3 | 10.5 | -2.8 | -13.2 | 15.2 | 8.2 | -2.0 | -2.8
CC(C)C(OC(=O)c1cccs1)C(=O)NCc1ccc2c(c1)OCO2 (configuration not stated) | -5.0 | 11.2 | 8.9 | 1.5 | -4.0 | -6.0 | -11.2 | 0.9 | -9.8 | -3.1
CN1CCN(C(c2ccc(Cl)cc2)c2cc(Cl)c3cccnc3c2O)CC1 (configuration not stated) | 27.0 | 5.3 | -42.3 | -8.2 | -7.3 | 16.0 | -5.3 | 1.0 | 105.8* | -4.7
O=C(CSc1ncnc2ccccc12)NCCCO | -461.8 | 9.1 | 0.6 | 1.0 | 2.6 | 0.5 | -9.1 | -0.3 | 25.2 | -0.6
Cc1ccc(NC(=O)CCC(=O)N2CCOCC2)nc1 | 6.7 | 18.2 | -3.5 | -15.3 | 1.2 | -1.3 | -18.2 | -6.5 | . | -1.8
COc1ccc(/C=N/NC(=O)C(=O)/C=C2\NC3(CCCC3)Cc3ccccc32)cc1 | 5.3 | -69.6 | 3.3 | -0.8 | -1.4 | -13.6 | 69.6 | 1.1 | -32.6 | -5.0
Cc1cccc2c(SCC(=O)NCC3CCCO3)nc(-c3ccc(F)cc3)nc12 (configuration not stated) | 7.2 | -70.0 | 11.1 | 13.1 | -0.4 | -16.5 | ? | 0.1 | -17.0 | -2.9
COc1ccccc1/C=C/C(=O)Nc1nc(N)n(-c2ccccc2)n1 | 3.3 | -18.5 | 3.8 | -3.3 | 5.3 | -5.4 | 18.5 | 0.9 | -4.1 | -1.5
COc1cc(OC)cc(C(=O)N[C@H](C(=O)Nc2nc(-c3ccc(OC)c(OC)c3)cs2)C(C)C)c1 | 2.5 | . | 1.2 | -15.7 | 0.2 | 3.0 | . | -0.6 | 4.0 | -1.7
CCc1cc(=O)oc2cc(C)cc(OCc3nn[nH]n3)c12 | 7.0 | 1.2 | -3.0 | -9.8 | 0.3 | -0.2 | -1.2 | -1.3 | 10.2 | -1.1

3 entries out of the list above, sorted by the value under NSD2 HMT inh, falling:
SMILES	NSD2 HMT inh
CC1CCCC(C)N1CCOc1cc(N)ccc1C#N (configuration not stated)	1.8
Cc1c(C=O)c2ccccc2n1CC(=O)O	0.6
Cc1ccc(-n2c(-c3ccc(Cl)cc3)c[n+]3c2CCC3)cc1	-5.6
